# High-throughput results from PubChem BioAssay.
# FXIa inh: blocks human coagulation factor XIa activity. actives 0.3% (n = 33,000). inhibition, % at 10 µM. P03951. purified human FXIa, fluorogenic AMC substrate cleavage;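 active = inhibition above 40% in the primary screen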;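 note: 0% = enzyme without compound and 100% = blank wells lacking enzyme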
# Target sequence (P03951 19-387 limits assumed): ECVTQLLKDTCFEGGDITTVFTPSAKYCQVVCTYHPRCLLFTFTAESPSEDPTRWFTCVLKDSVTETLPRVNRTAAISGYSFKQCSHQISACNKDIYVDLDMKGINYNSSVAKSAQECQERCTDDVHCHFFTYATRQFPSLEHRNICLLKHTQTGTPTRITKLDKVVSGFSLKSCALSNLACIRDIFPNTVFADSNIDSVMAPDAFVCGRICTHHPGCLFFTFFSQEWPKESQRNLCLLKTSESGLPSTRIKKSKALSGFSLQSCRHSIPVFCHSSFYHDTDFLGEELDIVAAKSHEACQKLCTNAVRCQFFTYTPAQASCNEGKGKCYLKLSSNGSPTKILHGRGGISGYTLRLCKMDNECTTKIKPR
# Target sequence (P03951 388-625 limits assumed): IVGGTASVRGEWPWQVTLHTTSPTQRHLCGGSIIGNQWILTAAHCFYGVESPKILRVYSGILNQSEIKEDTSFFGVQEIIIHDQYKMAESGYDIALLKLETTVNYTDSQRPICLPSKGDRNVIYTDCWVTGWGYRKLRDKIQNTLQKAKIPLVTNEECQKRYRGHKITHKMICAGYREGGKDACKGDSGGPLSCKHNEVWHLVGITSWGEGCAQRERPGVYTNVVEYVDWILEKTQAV
# FXIIa single: inhibitors of human coagulation factor XIIa | inhibition, % at 10 µM | actives 0.2% (n = 33,000) | purified human FXIIa, AMC substrate fluorescence, 2 h | P00748; in the data active = inhibition above about 30%;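 note: 0% = enzyme with vehicle only and 100% = no enzyme blank; many of its hits are not listed in these tables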
# * hit, by the source's call. A portion of the library (hit frequency here may not be typical).
SMILES,FXIa inh,FXIIa single
CCOC(=O)c1c(NC(=O)CSc2nnc(C)s2)sc2c1CCCCC2,8,3
Cc1ccc(OCC(=O)N2CCN(c3nnc(-c4ccc(C)cc4)c4ccccc34)CC2)cc1,11,8
CCOC(=O)N1CCN(C(=O)CN(c2ccc(OC)c(OC)c2)S(C)(=O)=O)CC1,3,2
O=C(Cc1ccccc1)Nc1cc(C(=O)c2ccccc2)ccc1N1CCOCC1,-9,-10
O=C(C1CCN(S(=O)(=O)c2ccccc2)CC1)N1CCOCC1,3,-2
O=C(CN1CCSCC1)N/N=C/c1ccc(F)c(F)c1,11,3
O=C(Nc1ccccc1-c1nnn(CC(=O)N2CCCc3ccccc32)n1)c1cccc(Cl)c1,-2,8
Cc1cc(N2CCC(C)CC2)nc(SCC(=O)c2ccccc2)n1,3,3
O=C(NO)c1ccccc1O,4,8
CCCCC1(CCCC)NC(=S)N(Nc2ccc(C)cc2)C1=O,7,8
CC(=O)O[C@H]1CC[C@@]2(C)C(CCC3C2CC[C@]2(C)OC(=O)CCC32)C1 (stereo not given in full),-1,5
O=C(NCc1ccco1)c1cc(-c2ccccc2)nc2ccccc12,24,-15
COc1cc2c(=O)n(Cc3ccccc3)c(=O)n(CC(=O)NCCc3ccccc3)c2cc1OC,-5,2
CC1(c2ccccc2)CC(C)(C)N(C(=O)C2CCCO2)c2ccccc21 (stereo not given),-17,9
O=C1NC2=C(CCc3ccccc32)C(c2ccc(Br)cc2)N1 (stereo not given),-1,9
O=C(Nc1ccccc1C(=O)O)c1cncc(Br)c1,1,10
CCOc1cc(C(=O)OCC(=O)c2c(N)n(C)c(=O)n(C)c2=O)cc(OCC)c1OCC,-4,5
COc1cccc(NC(=O)C(NC2CCCC2)c2ccccc2)c1 (stereo not given),3,21
Clc1ccc2[nH]c3c(NCCCN4CCOCC4)ncnc3c2c1,-1,1
OC1CN=C2Sc3ccccc3N2C1 (stereo not given),-1,3
COc1ccc(CNC(=O)Cn2c(=O)oc3ccccc32)cc1OC,1,4
Cc1ccc(C)c(N(C(=O)CS(=O)CC(=O)Nc2ccc3c(c2)OCO3)C(C)C(=O)NC2CCCC2)c1 (stereo not given),-1,-13
CCOC(=O)N1CCC(Nc2c(-c3ccccc3)c(=O)c2=O)CC1,28,-13
Cc1cccc(N2C(=O)CC(Sc3nc(C)cc(C)n3)C2=O)c1 (stereo not given),0,11
O=C(COc1ccccc1)Nc1nnc(-c2ccc3c(c2)CCCC3)o1,3,2
CCc1nc(SCc2nnc(-c3ccc(C)cc3)o2)c2c(C)c(C)sc2n1,-3,3
O=C(CSc1nc(-c2ccccc2)cc(=O)[nH]1)N1CCOCC1,6,3
Cc1cc(-c2ccccc2)nc(N(C)NC(=O)c2cccc(C(F)(F)F)c2)c1S(C)(=O)=O,15,-12
COC(=O)CSc1nc(NC(C)C)nc(N2CCOCC2)n1,2,7
O=C(NCC(c1cccnc1)N1CCN(c2ccccc2F)CC1)OCc1ccccc1 (stereo not given),-11,6
Cc1cc(C)nc(SCc2nnc(SCC(N)=O)n2Cc2ccco2)n1,3,5
CCc1cccc(CC)c1NC(=O)c1cccc(NC(=O)c2ccccc2)c1,-6,3
C=COCCNC(=O)Nc1ccc(Cl)cc1Cl,4,-14
COc1ccc(CNc2cccc(F)c2)cc1Br,-9,6
Cc1cccc(C)c1N1CCN(c2ccc3nnc(C(F)(F)F)n3n2)CC1,1,8
COC(=O)c1nn(-c2ccccc2)nc1-c1nn(-c2ccccc2)nc1C(=O)OC,5,10

# An excerpt from above in order of SMILES length, low to high.
SMILES,FXIa inh,FXIIa single
O=C(CSc1nc(-c2ccccc2)cc(=O)[nH]1)N1CCOCC1,6,3
O=C(COc1ccccc1)Nc1nnc(-c2ccc3c(c2)CCCC3)o1,3,2
CCc1cccc(CC)c1NC(=O)c1cccc(NC(=O)c2ccccc2)c1,-6,3
CCc1nc(SCc2nnc(-c3ccc(C)cc3)o2)c2c(C)c(C)sc2n1,-3,3

# Continuation:
SMILES,FXIa inh,FXIIa single
C/C(=N\O)C1(C)N(O)C(C)(C)C(c2ccc(F)cc2)=[N+]1[O-] (stereo not given),0,17
O=C(CSc1nnc(-c2cccs2)n1Cc1ccccc1)N1CCc2ccccc2C1,1,-13
Cc1ccc(C(=O)Nc2cc(=O)n(C)c(=O)n2C)o1,-4,8
O=c1cc(CO)oc(C(Nc2ccccn2)c2ccc(F)cc2)c1O (stereo not given),8,9
Cc1cccc(OCc2nc3ccccc3c(=O)n2N)c1,3,3
CCOC(=O)c1c(C)[nH]c(C(=O)OCC(=O)Nc2cc(Cl)ccc2OC)c1C,26,-17
Cc1cc2oc(=O)cc(Cn3ccnc3)c2cc1C,0,9
CC1(C)Cc2c(ccc3ccccc23)C(c2cc3ccccc3oc2=O)=N1,1,4
CC(C)Oc1ccccc1C1CC(=O)Nc2cc3c(cc21)OCO3 (stereo not given),4,1
CCCc1cc(-n2ccnc2C)n2c(nc3ccccc32)c1C#N,-2,-11
O=C(Nc1ccc2c(c1)OCO2)C1CC(c2ccc(Cl)cc2)=NO1 (stereo not given),-1,2
COc1ccc(-n2c(=O)c3ccccc3n(CC(=O)NC3CCCCC3)c2=O)cc1,0,12

# Quoted from the listing.
# In FXIa inh, `CCCc1cc(-n2ccnc2C)n2c(nc3ccccc32)c1C#N` is entered as -2
# In FXIa inh, `Cc1cc2oc(=O)cc(Cn3ccnc3)c2cc1C` is entered as 0
# In FXIIa single, `O=C(CSc1nnc(-c2cccs2)n1Cc1ccccc1)N1CCc2ccccc2C1` is entered as -13
# In FXIIa single, `Cc1ccc(C(=O)Nc2cc(=O)n(C)c(=O)n2C)o1` is entered as 8
# In FXIIa single, `CC(C)Oc1ccccc1C1CC(=O)Nc2cc3c(cc21)OCO3` (stereo not given) is entered as 1
# In FXIa inh, `COc1ccc(-n2c(=O)c3ccccc3n(CC(=O)NC3CCCCC3)c2=O)cc1` is entered as 0
# In FXIIa single, `O=c1cc(CO)oc(C(Nc2ccccn2)c2ccc(F)cc2)c1O` (stereo not given) is entered as 9

# (listing goes on)
SMILES,FXIa inh,FXIIa single
CCOC(=O)c1c(C)[nH]c(C(=O)COC(=O)C2(C)CC2(Cl)Cl)c1C (stereo not given),5,5
CCOc1ccc(C(=O)NCC(C)C)cc1,-5,1
COc1cc2[nH]c3c(=O)n(CCN(C(C)C)C(C)C)cnc3c2cc1OC,4,3
CC(C)Oc1ccc(Cn2c(=O)sc3ccccc32)cc1,6,18
COc1ccc(C2NC(=O)c3ccccc3O2)cc1OC (stereo not given),-6,-1
CCCCn1c(SCC(=O)Nc2ccccc2C(F)(F)F)nc2ccsc2c1=O,1,2
COC(=O)c1sc(NC(=O)c2cc3c(s2)CCCC3)nc1C,-2,3
N#CCCn1ncn(-c2ccccc2)c1=S,-3,10
Cn1c2c(c(=O)n(C)c1=O)CN(Cc1ccc3c(c1)OCO3)CN2,-2,5
O=C(O)c1cccnc1,-14,-12
O=C(Nc1nnc(SCc2ccccc2)s1)c1cc2c(s1)CCCC2,-5,11
CCOC(=O)c1cnn2c(C(F)F)cc(C3CC3)nc12,-1,-9
O=C(O)CCc1ccc(-c2ccc(Cl)cc2)o1,8,2
Nc1cc(Cl)ccc1Oc1ccc(Cl)cc1,32,-14
O=c1[nH]c(SCc2cc(=O)n3ccccc3n2)nc2c1CCC2,4,23
CC(C)N(C(=O)CSc1ncnc2sc(-c3ccccc3)cc12)C(C)C,-11,8
CCOC(=O)C(C)n1cnc2c(nnn2-c2cccc(Cl)c2)c1=O (stereo not given),6,2
CCN(CCNC(=O)c1cccc(N2CCCC2=O)c1)c1ccccc1,-10,-11
CC1=C(C(=O)OCc2ccccc2)C(c2ccco2)C2=C(CC(C)(C)CC2=O)N1 (stereo not given),1,7
Cc1ccccc1NC(=O)C1c2cccc[n+]2CC(=O)N1c1c(C)cccc1C (stereo not given),-6,7
O=C(NC1CCN(Cc2ccccc2)CC1)C12CC3CC(CC(C3)C1)C2,0,-13
COc1ccccc1C(=O)Nc1nnc(-c2ccco2)s1,2,-3
Cc1nnc(N(Cc2ccco2)C(=O)c2cccc(C#N)c2)s1,-2,9
O=C(c1cccc(S(=O)(=O)N2CCOCC2)c1)N1CCN(c2ccc(F)cc2)CC1,-6,7
Cn1c(=O)cc(OCC(=O)NC2CCCCC2)c2ccccc21,-13,-16
Cc1cc(C)c(C#N)c(Sc2nnnn2-c2ccccc2)n1,5,7
Cc1cc(O)ccc1NC(=O)c1ccccc1,-1,1
CSc1nc(NCc2ccco2)c2ccccc2n1,8,3
Cc1cc(N2CCCC2=O)c(N)cc1N,0,-8
O=C(NCCN1CCN(c2ccccc2)CC1)C1CCN(S(=O)(=O)c2cccc3nonc23)CC1,0,2
Cc1cc(NCCCN2CCOCC2)n2c(nc3ccccc32)c1C#N,-10,-14
Cc1cccc2c1-c1sc(C(=O)Nc3nccs3)cc1CO2,-8,-29
CN(C)CCN1C(=O)C(=O)/C(=C(/O)c2ccc(F)cc2)C1c1ccccc1F (stereo not given),-2,4
Cc1cc(C)c2c(n1)sc1c(O)cc(=O)[nH]c12,-2,1
Cc1cccc(Cn2cc(SCC(=O)Nc3nccs3)c3ccccc32)c1,7,4
COc1ccccc1CC(=O)N1CCN(c2cccc(C(F)(F)F)c2)CC1,0,-13
O=C(c1cccc(-c2nnc(-c3ccccc3)o2)c1)N1CCCCC1,-3,1
CC(C)NC(=O)c1ccccc1NC(=O)c1ccccc1N(C)S(C)(=O)=O,-7,3
CCOC(=O)c1c(Nc2ccc(Cl)cc2)sc(/C=C2\C=Nc3ccccc32)c1O,7,6
Cn1nc(C(=O)NCc2cccnc2)c2ccccc2c1=O,-4,-8
Cc1ccccc1C(=O)N1CCN(c2ccc(NC(=O)c3ccco3)cc2Cl)CC1,5,4
CCOc1ccc(N2C(=O)CC(SC(=NC)Nc3ccc(F)cc3)C2=O)cc1 (stereo not given),-1,2
COc1nc(-c2ccc(C)cc2)ccc1-c1noc(-c2cccnc2)n1,-3,-5
CC(=O)Nc1ccc(Nc2ncnc3c2cnn3-c2ccc(C)cc2C)cc1,-6,6
COC(=O)c1ccc(NC(=O)CSc2nnc(C(C)NC(=O)c3ccccc3Cl)n2C)cc1 (stereo not given),10,8
CCN1CC=C2C(C#N)=C(N)C(C#N)(C#N)[C@H](c3ccoc3)[C@H]2C1,1,6
COc1cccc(OC)c1C(=O)Nc1ccc(N2CCCCC2)cc1,4,7
Cn1cnc(S(=O)(=O)Nc2ccc(C(F)(F)F)cc2)c1,0,-1
CCNc1nc(Oc2ccccc2)nc(OC(C)C(=O)OCC)n1 (stereo not given),-4,6
O=C(CN1CCCCCC1)N/N=C/c1cccs1,-3,2
Cc1ccc(NC(=O)CSc2nc(=O)cc(N)n2-c2ccccc2)cc1,-4,-3
COC(=O)Nc1cc(C(F)(F)F)ccc1N1CCN(c2ccccc2)CC1,-5,3
CCOC(=O)CN(C(=O)CSc1nnc(C)n1-c1ccccc1)c1cccc([N+](=O)[O-])c1,-1,7
CC(=O)OCC(=O)[C@@]1(O)CC[C@H]2[C@@H]3CCC4=CC(=O)CC[C@]4(C)[C@H]3C(=O)C[C@@]21C,3,4
CN(C(=O)N1CCN(c2ccccn2)CC1)c1ccccc1,6,3
CN1CCN(S(=O)(=O)c2ccc(NC(=O)c3ccc(Br)s3)cc2)CC1,1,7
CCC(C)(C)C1CCC2(CC1)NC(CO)(CO)CO2 (stereo not given),1,-17
Cc1ccc(/C(O)=C2/C(=O)C(=O)N(CCCn3ccnc3)C2c2ccccn2)cc1 (stereo not given),-1,9
O=C1CCCc2oc3ccc(O)cc3c21,-3,3
COC(=O)c1c2c(nc3ccccc13)CCC2,-2,1

# The final 6 records of the section above come first, to join the parts.
SMILES,FXIa inh,FXIIa single
CN(C(=O)N1CCN(c2ccccn2)CC1)c1ccccc1,6,3
CN1CCN(S(=O)(=O)c2ccc(NC(=O)c3ccc(Br)s3)cc2)CC1,1,7
CCC(C)(C)C1CCC2(CC1)NC(CO)(CO)CO2 (stereo not given),1,-17
Cc1ccc(/C(O)=C2/C(=O)C(=O)N(CCCn3ccnc3)C2c2ccccn2)cc1 (stereo not given),-1,9
O=C1CCCc2oc3ccc(O)cc3c21,-3,3
COC(=O)c1c2c(nc3ccccc13)CCC2,-2,1
NC(=O)c1ccsc1NC(=O)CSc1nc2ccccc2c(=O)n1CCCO,1,7
C=CCNc1nc(-c2ccccn2)nnc1-c1ccccc1,2,-6
O=[N+]([O-])c1ccc(S(=O)(=O)N2CCN(Cc3c[nH]c4ccccc34)CC2)cc1,8,8
CCn1c(CSc2nnc(-c3ccoc3C)n2C)nc2cc(S(=O)(=O)N(C)C)ccc21,6,9
CCC(C)NS(=O)(=O)c1cccs1 (stereo not given),4,7
CC(C)N=c1scc(-c2ccco2)n1/N=C/c1ccc(O)c(O)c1,8,11
Cc1cc(OCc2nc(-c3cccs3)no2)cc(C)c1Cl,-12,-11
O=C(C1=C(O)C(=O)N(Cc2ccccc2)C1c1ccco1)c1ccco1 (stereo not given),-2,3
Cc1ccc2[nH]c(=O)c3cc(C(=O)N(CCCOC(C)C)Cc4ccco4)sc3c2c1,-13,-18
COc1ccccc1/C=C/CN1CCN(c2ccccc2)CC1,-1,3
O=c1[nH]c(=O)n(CCO)c2nnn(Cc3ccccc3)c12,4,5
NC(=S)N/N=C/c1ccc(-c2cc(Cl)cc(Cl)c2)o1,-4,3
CCN(CCCNC(=O)C1CCN(S(=O)(=O)c2c(C)[nH]c(=O)[nH]c2=O)CC1)c1cccc(C)c1,1,4
CN(C)[C@H]1N(C(=O)c2ccc(Br)cc2)N=C2c3ccccc3S(=O)(=O)N21,22,4
O=C(CN1C(=O)c2ccccc2C1=O)c1ccccc1,-9,4
Cc1ccc(N=c2ssnc2Cl)cc1,4,0
COCCN1C(=O)c2ccccc2C(C(=O)Nc2ccc3c(c2)OCCO3)C1c1ccc(F)cc1 (stereo not given),-2,12
CC1(c2cc(C(F)(F)F)n3nc(C(=O)O)cc3n2)CC1,-3,3

# Grouped by structure, those above with a nitro group on carbon.
SMILES,FXIa inh,FXIIa single
CCOC(=O)CN(C(=O)CSc1nnc(C)n1-c1ccccc1)c1cccc([N+](=O)[O-])c1,-1,7
O=[N+]([O-])c1ccc(S(=O)(=O)N2CCN(Cc3c[nH]c4ccccc34)CC2)cc1,8,8
